ERK EGF inh: inhibitors of EGF-stimulated ERK signaling pathway. HEK293-V1b, EGF-stimulated phospho-ERK AlphaScreen. Potency, µM (doses to about 11.5 µM), without a hit: at the highest dose activity change, negative = inhibition, actives largely listed as inhibitors. 0.41% of 130,000 active. AID 1454; active means well fitted inhibition curve with a large enough effect; inconclusive means small, poorly fitted or top-dose-only effect, or effect the other way;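 further: plate controls were stimulated vehicle wells for no effect and unstimulated vehicle basal for full effect; nearly all actives have a fitted effect of over 55% in size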
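Stably V1b-transfected HEK293 cells; 30 min compound, then EGF 25 nM final for 5 min at 37C; 10 min lysis; phospho-ERK by AlphaScreen after 5 hr beads at room temperature.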
* = called active by the depositor; ? = inconclusive; & = joins results of further samples; [ ] = remark or other dose. Potency means the concentration at half of the fitted maximal effect.

SMILES	ERK EGF inh
Cc1c(Cl)cccc1NC(=S)N(CCCN1CCOCC1)Cc1ccco1	-5%
CC1=C(C(=O)OCc2ccccc2)C(c2ccc(Cl)cc2)NC(=O)N1CCCCCC(=O)O (stereo not drawn)	-2%&-3%
C=CCOc1ccc(/C=C2\C(=N)N3N=C(S(=O)(=O)CC)SC3=NC2=O)cc1OC	6%
CCCNC(=S)N1CCN(C(c2ccccc2)c2ccccc2)CC1	5%
CCOc1cc(/C=C2\C(=O)NN(c3ccccc3)C2=O)cc([N+](=O)[O-])c1O	-20%
N=c1c2c3c(sc2nc2n1CCCCC2)CCCC3	0%
Cc1c(-c2ccccc2)oc2c(C(=O)OCC(=O)Nc3cccc(F)c3)cccc2c1=O	-1%
CC1(C)CC(=O)C([C@H]2C3=C(CC(C)(C)CC3=O)Oc3ccccc32)C(=O)C1	9%
Cc1ccc(Cl)cc1NC(=S)N1CCC(c2ccccc2)C1 (stereo not drawn)	-3%
Nc1nc(NCc2ccco2)nc(N2CCCCCC2)c1[N+](=O)[O-]	-6%
CCOC(=O)C1CCCN(C(=O)c2cc(-c3ccc(C)cc3)nc3ccccc23)C1 (stereo not drawn)	?
COc1cccc(CN2CCNC(=O)C2CC(=O)N(C)Cc2cnccn2)c1OC (stereo not drawn)	-3%
Cc1cccc(OC2CCN(Cc3nc(CC4CC4)no3)CC2)c1	-6%
C=CCN(CC=C)S(=O)(=O)c1ccc(C(=O)Nc2nc3c(s2)CCc2ccccc2-3)cc1	-8%
CCC1CCCCN1C(=O)CSc1nc2c(c(=O)n(C)c(=O)n2C)n1C (stereo not drawn)	17%
O=C1/C(=C/c2coc3ccc(O)cc3c2=O)SC(=S)N1c1ccccc1	-7%[57.5 µM]
O=C(Nc1cc(Oc2ccc(Cl)cc2)cc([N+](=O)[O-])c1)c1ccco1	10%
C=CCNC(=S)Nc1ccc(F)cc1F	-5%
COc1ccccc1N1CCN(C(=O)C(=O)N/N=C/c2ccccc2F)CC1	0%
COc1ccc2nc(SCC(=O)Nc3ccc4c(c3)CCC4)[nH]c2c1	7%
Cc1cc2nc(SCC(=O)Nc3ccccc3C(=O)O)[nH]c2cc1C	3%
Cc1cccc(NC(=S)NCc2ccc3c(c2)OCO3)c1	-2%
O=C(Cc1csc(Nc2nc(=S)[nH]c3ccccc23)n1)NCCCN1CCN(c2cccc(Cl)c2)CC1	-7%
CC(C)N(C(=O)CN1C(=O)C(=O)c2ccccc21)c1ccccc1	5%
O=C(Nn1c(-c2ccc(Cl)cc2)nc2ccccc2c1=O)c1cccnc1Cl	-1%
Cc1ccc(N(CC(=O)N/N=C/c2cc(C)n(-c3ccccc3C)c2C)S(C)(=O)=O)cc1	4%
Cc1ccc(-n2cc(CN(C)CCc3cn[nH]c3)c(-c3cccc(C)c3)n2)cc1	0%
Cc1nc(C)c(-c2nnc(-c3ccc(C(C)(C)C)cc3)o2)cc1C(=O)NN	-1%
O=C(NC1=NCCS1)c1ccc([N+](=O)[O-])cc1Cl	-4%
O=C(Nc1cccc(C(=O)O)c1)/C(=C/c1ccc2c(c1)OCO2)NC(=O)c1cccc(Br)c1	22%
Cc1csc(SCC(=O)Nc2cccc(S(=O)(=O)N3CCOCC3)c2)n1	-3%
O=S(=O)(c1ccc(F)cc1)n1ccc2cccnc21	-1%
CCOC(=O)C(C)n1cnc2c1c(=O)[nH]c(=O)n2C (stereo not drawn)	-2%
O=C(CCCn1c(=O)oc2ccccc21)N1CCN(c2ccc(F)cc2)CC1	-5%[57.5 µM]
CC(C)Oc1cccc(C(=O)C2CCCN(Cc3cccn3-c3ccccn3)C2)c1 (stereo not drawn)	0%
CCOP(=O)(OCC)c1nc(-c2cccc3ccccc23)oc1NCc1ccc(OC)cc1	4%
COc1ccccc1NC(=S)N1CCOCC1	-1%
COc1ccc(CNC(=O)C(CCSC)NS(=O)(=O)c2ccccc2F)cc1 (stereo not drawn)	-7%
COc1ccccc1/C=C/C=N/n1c(-c2ccc(Cl)cc2)n[nH]c1=S	3%[57.5 µM]
O=C(NNC1CC(=O)N(c2ccc(Br)cc2)C1=O)c1cccnc1 (stereo not drawn)	-5%

The closing six records of the part above are carried over, then new ones follow:
SMILES	ERK EGF inh
CC(C)Oc1cccc(C(=O)C2CCCN(Cc3cccn3-c3ccccn3)C2)c1 (stereo not drawn)	0%
CCOP(=O)(OCC)c1nc(-c2cccc3ccccc23)oc1NCc1ccc(OC)cc1	4%
COc1ccccc1NC(=S)N1CCOCC1	-1%
COc1ccc(CNC(=O)C(CCSC)NS(=O)(=O)c2ccccc2F)cc1 (stereo not drawn)	-7%
COc1ccccc1/C=C/C=N/n1c(-c2ccc(Cl)cc2)n[nH]c1=S	3%[57.5 µM]
O=C(NNC1CC(=O)N(c2ccc(Br)cc2)C1=O)c1cccnc1 (stereo not drawn)	-5%
O=C(Nc1cc(F)cc(F)c1)c1ccc(NCCCN2CCCCCC2)c([N+](=O)[O-])c1	5%
Cc1ccc(Cl)cc1NC(=O)C(NS(=O)(=O)c1cccs1)c1ccccc1 (stereo not drawn)	7%
Cc1ccccc1C1NC(c2ccccc2C)C([N+](=O)[O-])C(C)(C)C1[N+](=O)[O-] (stereo not drawn)	-7%[57.5 µM]
CN(C(=O)c1sc2nc(N3CCOCC3)c3c(c2c1N)CCCC3)c1ccccc1	0%
Cc1ccc(NS(=O)(=O)c2ccc(CCC(=O)N3CCCC3)cc2)cc1	4%
COc1ccc2c(c1)C(=O)[C@H](O)[C@@H](c1ccc(OC)c(Br)c1)O2	5%&-6%
NNC(=O)CC12CC3CC(C1)CC(n1ncnn1)(C3)C2	4%
O=C(CN1C2CCCC1CC(NC(=O)c1ccco1)C2)Nc1ccccc1C(F)(F)F (stereo not drawn)	0%
COc1ccccc1CNC(=O)/C=C/c1ccc(Br)o1	-8%
CCOC(=O)N=Nc1c(O)n(Cc2ccccc2)c2ccccc12	0%[57.5 µM]
Cc1nc(N2CCOCC2)c2c(C)c(C(=O)Nc3ccc(F)cc3Cl)sc2n1	-10%
CCOC(=O)C1=C(C)NC(C)=C(C(=O)OCC)C1C(=O)OCC(=O)NC	0%
CC(C)CC(=O)N1CCN(Cc2ccccc2[N+](=O)[O-])CC1	1%
CC1C/C(=N\NC(=O)c2ccc([N+](=O)[O-])cc2)CC(C)(C)C1 (stereo not drawn)	7%[57.5 µM]
CCOC(=O)C1(CCc2ccccc2)CCN(C2Cc3ccccc3C2)CC1	6%
CC12CC3CC(C)(C1)CC(NCc1ccncc1)(C3)C2	-1%
Clc1cc(Br)ccc1OCCN1CCOCC1	6%
Cc1cccnc1NC(=S)Nc1ncccc1C	7%[57.5 µM]
COc1ccccc1N1CCN(C(=O)CSc2ccc3c(C)cc(C)nc3n2)CC1	-8%
CSc1nnc2c(n1)c(C)nn2-c1ccc(C)cc1	14%
Cc1ccc(NC(=O)CSc2nc3ccccc3c(=O)n2Cc2cccs2)cc1	14%
Cc1ccc([N+](=O)[O-])cc1NC(=O)Cc1cccs1	1%[57.5 µM]
CCOc1nc(N2CCOCC2)nc(C)c1[N+](=O)[O-]	-1%
CCn1c(/C=C/c2c(C)[nH]c3ccccc23)nc2ccccc2c1=O	8%
CCC(C)[C@H](NC(=O)N1CCCCCC1)C(=O)OC (stereo partly drawn)	-4%[57.5 µM]
O=C(COc1ccc(Br)cc1CNCCCN1CCOCC1)Nc1ccccc1	9%
Cc1ccc(C2CCN(C(=O)Nc3ccc(F)cc3)C2)cc1 (stereo not drawn)	-3%[57.5 µM]
O=c1c2sccc2nc(SCc2ccc([N+](=O)[O-])cc2)n1Cc1ccccn1	-6%
CCC1COC(c2cccn2Cc2ccc(Cl)cc2)=N1 (stereo not drawn)	3%
Cc1ccc(C(=O)N2CCOCC2)c(F)c1F	9%
COc1ccc(N2C(=O)C(O)C2c2ccc(C)cc2)cc1 (stereo not drawn)	4%
O=C(C[n+]1cccc(CNC(=O)c2ccc(OC(F)F)cc2)c1)Nc1cc(C(F)(F)F)ccc1Cl	-4%
CCn1c(C)nc2cc(C(=O)NNC(=S)Nc3ccc(F)cc3)ccc21	-3%[57.5 µM]
O=C(CCc1c[nH]c2ccccc12)NCC(=O)Nc1ccc(F)c(F)c1F	-19%
CC(N=Cc1cc([N+](=O)[O-])ccc1O)c1ccccc1 (stereo not drawn)	8%
Cc1ccc(C2C(C(N)=S)=C(N)OC3=C2C(=O)CC(C)(C)C3)cc1 (stereo not drawn)	-4%
CCCCNC(=S)Nc1ccc(OC)nc1	-5%
Nc1ccc(S(=O)(=O)Nc2nccc(/C=C/c3ccc(Br)s3)n2)cc1	-5%
Cc1sc2ncnc(SCC(=O)c3ccc4c(c3)OCCO4)c2c1-c1ccccc1	7%
CCOCCCNC(=O)C(=O)NCCCOCC	-4%
COc1ccc(OC)c(/C=C/C(=O)Nc2ccc3c(c2)CCC3)c1	-3%
O=C(CSc1nc2ccccc2o1)Nc1nc(-c2ccccc2)c(-c2ccccc2)s1	-5%
O=C(NCC1CCNCC1)c1ccncc1	3%
CC1=CC(C)(C)N(C(=O)CSc2nncn2C)c2ccccc21	3%
COc1ccc2cnnc(SCC(=O)Nc3ccccc3)c2c1OC	-11%
N#C/C(=C\c1ccc([N+](=O)[O-])o1)C(=O)Nc1ccc(F)cc1	-1%
Cc1c(N=N/C(C(=O)Nc2ccccc2)=C(/O)c2ccccc2)c(=O)n(-c2ccccc2)n1C	?
COC(=O)c1ccc(NC2=C(Cl)C(=O)OC2OC(=O)c2ccccc2)cc1 (stereo not drawn)	4%
CC(C)(C)OC(=O)NCCCC[C@H](NC(=O)c1nc[nH]c1C(=O)NCc1ccccc1)C(=O)OC(C)(C)C	-2%[57.5 µM]
CC1(C)CCc2nc(SCc3ccccc3)c(C#N)cc2C1	?
CNC(=S)NNC(=O)c1cc(C(C)(C)C)nn1Cc1ccc(F)cc1	1%[57.5 µM]
COc1cccc(Cn2c(=O)cnc3cnc(Oc4cccc(Cl)c4)nc32)c1	10%
CCOC(=O)c1[nH]c2c(c1-c1ccccc1)C(=O)CC(c1ccc(Cl)cc1)C2 (stereo not drawn)	1%
Cc1cc(NN)nc2ccc(Cl)cc12	1%
COC(=O)[C@]1(C)CCC[C@]2(C)c3ccc(C(C)C)cc3C(=O)CC12 (stereo partly drawn)	36%
CCOc1ccc(NC(=O)CCC(=O)NNS(=O)(=O)c2ccccc2[N+](=O)[O-])cc1	-6%
Cc1ccc(S(=O)(=O)N(C)CC(=O)OCC(=O)NC(=O)Nc2ccc3c(c2)OCCO3)cc1	2%
CN(C)S(=O)(=O)c1ccc(=S)[nH]c1	-5%
O=c1[nH]c(=O)c2nnc(N/N=C\c3ccc(O)cc3)nc2[nH]1	5%
CC(=O)c1cccc(CN2CCCC(CCC(=O)NCc3ccc(C)o3)C2)c1 (stereo not drawn)	-2%
Other compounds follow.
SMILES	ERK EGF inh
NNC(=O)c1cnn(-c2ccccc2)c1C(F)(F)F	-8%
CC(=O)Nc1cccc2c1C(=O)N(c1cccc(C)c1)C2=O	3%
FC(F)(Cl)c1nnc2ccc(Cl)nn12	4%
COc1cnc(-c2ccccn2)nc1Sc1ccccc1	9%
N/C(Cn1cncn1)=N\NC(=O)c1ccc(Cl)cc1Cl	-5%
CCC(C(=O)NCc1ccco1)N(C(=O)CNS(=O)(=O)c1ccccc1)c1ccccc1C (stereo not drawn)	-1%
Cc1ncsc1CCC(=O)N1CCCC(C(=O)c2ccc3c(c2)OCO3)C1 (stereo not drawn)	-1%
Cc1cc(SCc2cc(=O)n3ccsc3n2)nc2ccccc12	5%
C=CCc1cccc2cc(C(=O)Nc3ccc(S(=O)(=O)Nc4nnc(CC)s4)cc3)c(=O)oc12	3%
N#CCN1CCC2(O)CCCCC2C1c1ccc2c(c1)OCO2 (stereo not drawn)	10%[57.5 µM]
CC(NC(=O)CNC(=O)C1O[C@@H]2OC(C)(C)O[C@@H]2[C@H]2OC(C)(C)O[C@@H]12)C(=O)O (stereo partly drawn)	-4%[57.5 µM]
CCOc1ccc(OCCCCNC(C)(C)C)cc1	-7%
CSc1ccccc1C(=O)Nc1ccccc1C(=O)NC(C)C	-1%
Cc1onc(-c2ccccc2)c1CNS(=O)(=O)c1cccc(Cl)c1	10%[57.5 µM]
O=C(Nc1ccc(S(=O)(=O)Nc2nccs2)cc1)/C(=C/c1ccccc1Cl)NC(=O)c1ccccc1	-7%
O=C(Cn1nc(-c2ccccc2)ccc1=O)NCc1ccc(F)cc1	6%
CC(C)C(N)C(=O)NC(Cc1c[nH]c2ccccc12)C(=O)O (stereo not drawn)	27%
Cc1ccc(C(C)C)c(OCC(=O)NN=C(CCl)CCl)c1	5%[57.5 µM]
Cc1ccc2cc(CN(Cc3ccco3)C(=O)NC3CCCCC3)c(=O)[nH]c2c1C	2%
COc1ccc(S(=O)(=O)N2CCOCC2)cc1NC(=O)CSc1n[nH]c(=O)n1C1CC1	-2%
O=C(N/N=C/c1ccc(Cl)c([N+](=O)[O-])c1)c1cc(-c2ccccc2)nc2ccccc12	7%

Some of the entries so far, comma-delimited:
mol,ERK EGF inh
Cc1onc(-c2ccccc2)c1CNS(=O)(=O)c1cccc(Cl)c1,10%[57.5 µM]
O=C(Nc1ccc(S(=O)(=O)Nc2nccs2)cc1)/C(=C/c1ccccc1Cl)NC(=O)c1ccccc1,-7%

Sorted by value in ERK EGF inh (descending): 3 from the list above.
SMILES	ERK EGF inh
CC(C)C(N)C(=O)NC(Cc1c[nH]c2ccccc12)C(=O)O (stereo not drawn)	27%
CSc1ccccc1C(=O)Nc1ccccc1C(=O)NC(C)C	-1%
COc1ccc(S(=O)(=O)N2CCOCC2)cc1NC(=O)CSc1n[nH]c(=O)n1C1CC1	-2%

Part of the list above in order of molecular weight, smallest number first.
SMILES	ERK EGF inh
NNC(=O)c1cnn(-c2ccccc2)c1C(F)(F)F	-8%
Cc1ccc(C(C)C)c(OCC(=O)NN=C(CCl)CCl)c1	5%[57.5 µM]
Cc1ccc2cc(CN(Cc3ccco3)C(=O)NC3CCCCC3)c(=O)[nH]c2c1C	2%

Screening data as filed in PubChem.

An excerpt; the hit share may differ from the screen's.
